Screens (PubChem BioAssay)
ARFGAP1 inh: inhibitors of rat ARFGAP1; Q62848; Arfgap1-stimulated ARF1 GTP hydrolysis, GDP FP detection; inhibition, % at 16.5 µM; actives 0.26% (n = 360,000); AID 651572;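 active = inhibition above a per-plate limit, mean inhibition of low control wells plus 3 SD, cut at about 25% in these data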;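 note: 0% = DMSO wells with enzyme and 100% = wells lacking Arfgap1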
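System: truncated rat Arfgap1 GAP domain / Benchmarks: high control wells lacking Arfgap1, low control full reaction with DMSO / Times: compound-enzyme preincubation 20 min, reaction 120 min, detection 60 min, 25 °C / Repeats: one replicate per compound / Also added: human ARF1(Δ1-17)-GTP substrate / Measured by: Tracer-displacement fluorescence polarization with EDTA stop, 620/688 nm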
ADAM17 inh: inhibits human ADAM17; recombinant ADAM17, EDANS/DABCYL FRET peptide cleavage; inhibition, % at 6.95 µM; actives 0.83% (n = 370,000);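 active = inhibition above the mean of compounds lying between control limits plus 3 SD, set per campaign, cut at about 8.5% in these data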;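 note: 0% = DMSO-only wells as the low control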
Target sequence (P78536 215-824 limits assumed): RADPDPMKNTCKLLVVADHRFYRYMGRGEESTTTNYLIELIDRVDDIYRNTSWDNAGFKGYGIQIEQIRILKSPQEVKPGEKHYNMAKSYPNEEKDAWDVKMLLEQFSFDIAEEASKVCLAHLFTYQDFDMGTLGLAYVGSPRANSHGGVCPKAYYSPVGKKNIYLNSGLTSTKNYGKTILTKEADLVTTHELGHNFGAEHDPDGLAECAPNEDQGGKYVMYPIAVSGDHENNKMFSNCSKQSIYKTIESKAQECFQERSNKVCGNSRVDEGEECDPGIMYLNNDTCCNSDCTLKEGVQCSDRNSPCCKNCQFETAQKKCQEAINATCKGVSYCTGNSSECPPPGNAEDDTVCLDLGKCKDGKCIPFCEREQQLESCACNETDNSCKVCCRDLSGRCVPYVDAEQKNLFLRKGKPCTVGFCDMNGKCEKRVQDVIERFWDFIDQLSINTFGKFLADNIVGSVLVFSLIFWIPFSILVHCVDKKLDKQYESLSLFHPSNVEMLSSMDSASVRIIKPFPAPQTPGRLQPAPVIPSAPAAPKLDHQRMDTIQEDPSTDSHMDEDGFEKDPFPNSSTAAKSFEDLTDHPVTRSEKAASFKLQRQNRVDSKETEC
MBD2 inh: blocks human MBD2 binding to methylated DNA; Q9UBB5; TR-FRET, MBD2 binding to methylated oligonucleotide; inhibition, % at 4.4 µM; actives 0.31% (n = 370,000); AID 686964; in the data active = inhibition above about 13%
proKLK7 act: activators of human kallikrein-7 zymogen; AID 652039; purified proKLK7, EDANS-DABCYL substrate fluorescence; 100% is mature enzyme control, 0% vehicle; actives 0.9% (n = 370,000); activation, % at 7 µM; P49862;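 active = activation above the mean of all tested compounds plus 3 SD, computed per campaign excluding outliers beyond control limits, cut at about 13% in these data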
PLCb3 inh: blocks human PLC-beta3 enzyme activity; Q01970; Purified PLC-beta3, fluorogenic substrate, fluorescence; inhibition, % at 12.2 µM; actives 0.18% (n = 370,000); AID 720704; in the data active = inhibition above about 11%;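 note: 0% = median of compound wells on plate and 100% = full blocker control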
PLCg1 inh: PLC-gamma1 (human) inhibition, primary screen; inhibition, % at 12.2 µM; P19174; actives 0.84% (n = 370,000); AID 720700; purified PLC-gamma1, fluorogenic substrate, fluorescence; in the data active = inhibition above about 9.5%
ASAP1 GAP inh: ASAP1 ArfGAP inhibition. inhibition, % at 16.5 µM. Q9ULH1. actives 0.19% (n = 360,000). ASAP1-stimulated ARF1 GTP hydrolysis, GDP FP detection. AID 624377; in the data active = inhibition above about 25%;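 note: 0% = vehicle with enzyme and substrate and 100% = no enzyme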
UHRF1 MBD2 ctr: UHRF1 methyl-DNA binding inhibition | UHRF1 binding to methylated oligo, TR-FRET | inhibition, % at 4.4 µM | actives 0.75% (n = 370,000) | AID 687016; in the data active = inhibition above about 21%;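 note: UHRF1 SRA domain binding a hemimethylated CpG hairpin DNA probe; 0% = median of test compound wells and 100% = reference inhibitor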
DDE Tn7 FP inh: DD(E)-Tn7 binding inhibition, primary FP screen; inhibition, % at 8.3 µM; actives 0.13% (n = 370,000); AID 720508; P02675; FP displacement of FITC-Tn7 peptide from fibrin DD(E); 0% = median of compound wells per plate;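 active = inhibition above the mean of compounds falling within the control limits plus 3 SD of them, cut at about 14% in these data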;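 note: 0% = plate median of compound wells and 100% = 10 µM Aha-Tn7 peptide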
Target sequence (P02675 whole entry, looked up): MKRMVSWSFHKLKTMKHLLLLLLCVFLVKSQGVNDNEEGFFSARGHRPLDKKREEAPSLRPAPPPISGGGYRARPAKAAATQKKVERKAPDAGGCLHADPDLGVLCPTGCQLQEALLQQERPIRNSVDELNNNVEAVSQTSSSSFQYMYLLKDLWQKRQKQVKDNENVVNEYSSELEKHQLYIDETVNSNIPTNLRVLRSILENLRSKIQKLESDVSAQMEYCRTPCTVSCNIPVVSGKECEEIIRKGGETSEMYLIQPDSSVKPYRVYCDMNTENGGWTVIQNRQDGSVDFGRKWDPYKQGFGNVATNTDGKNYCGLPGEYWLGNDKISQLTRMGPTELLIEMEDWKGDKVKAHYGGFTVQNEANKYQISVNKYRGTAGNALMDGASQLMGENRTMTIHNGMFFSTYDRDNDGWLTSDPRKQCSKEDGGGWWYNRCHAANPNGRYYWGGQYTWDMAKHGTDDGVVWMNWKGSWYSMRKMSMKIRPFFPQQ
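Assay system: Human fibrin DD(E) protein | Medium: Tris buffer with calcium and detergent, pH 7.8 | Reagent: 0.1 µM fluorescent Tn7 | Compound dosing: Single point at 8.3 µM | Times: 10 min preincubation, 3 h with tracer, room temperature | Detection: Fluorescence polarization of the labelled Tn7 tracer | Controls: Aha-Tn7 high control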
Tn6 DDE FP: DD(E)-Tn6 binding inhibition, primary FP screen. P02675. actives 0.21% (n = 370,000). AID 720509. Fibrin DD(E) TRITC-Tn6 fluorescence polarization displacement. inhibition, % at 8.3 µM;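 active = inhibition above a per-campaign cutoff: mean of compounds within control limits plus 3 SD, cut at about 15% in these data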;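 note: 0% = median of all compound wells on the plate and 100% = blocking peptide control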
* marks the source's active call; other numbers are inactive results.

For CCOC(=O)Nc1ccc2c(c1)N(C(=O)N1CCN(C)CC1)c1ccccc1S2 the results were ARFGAP1 inh 9, ADAM17 inh -1, MBD2 inh 3, proKLK7 act 0.2, PLCb3 inh 1, PLCg1 inh 3, ASAP1 GAP inh 1, UHRF1 MBD2 ctr 2, DDE Tn7 FP inh -4 and Tn6 DDE FP -6.
Screening O=C(COC(=O)c1ccc(S(=O)(=O)NCc2ccco2)cc1)Nc1ncc(Cl)cc1Cl returned ARFGAP1 inh 1, ADAM17 inh 4, MBD2 inh -1, proKLK7 act 0.3, PLCb3 inh -1, PLCg1 inh -2, ASAP1 GAP inh -3, UHRF1 MBD2 ctr 0, DDE Tn7 FP inh -2 and Tn6 DDE FP 2.
Screening COc1ccc(C(CNC(=O)/C=C/c2c(Cl)nc3ccccn23)N(C)C)cc1 (configuration not stated) returned ARFGAP1 inh 12, ADAM17 inh -7, MBD2 inh -11, proKLK7 act 0.8, PLCb3 inh -10, PLCg1 inh -3, ASAP1 GAP inh 11, UHRF1 MBD2 ctr -5, DDE Tn7 FP inh -10 and Tn6 DDE FP -6.
For Cc1cccc(C(=O)Nc2ccn(C)n2)c1 the results were ARFGAP1 inh 5, ADAM17 inh 1, MBD2 inh 3, proKLK7 act 0.0, PLCb3 inh 4, PLCg1 inh 4, ASAP1 GAP inh -12, UHRF1 MBD2 ctr 1, DDE Tn7 FP inh -5 and Tn6 DDE FP 3.
For O=C(NCc1ccccc1)c1cc(-c2ccco2)on1 the results were ARFGAP1 inh 2, ADAM17 inh -1, MBD2 inh 3, proKLK7 act -0.5, PLCb3 inh -2, PLCg1 inh 0, ASAP1 GAP inh -9, UHRF1 MBD2 ctr 0, DDE Tn7 FP inh -5 and Tn6 DDE FP 1.
Screening C/C(N)=C(/C#N)C(=O)COC(=O)CNS(=O)(=O)c1ccc(C)cc1 returned ARFGAP1 inh 0, ADAM17 inh 0, MBD2 inh 0, proKLK7 act 0.8, PLCb3 inh -3, PLCg1 inh 0, ASAP1 GAP inh 1, UHRF1 MBD2 ctr -1, DDE Tn7 FP inh 5 and Tn6 DDE FP 4.
O=C(CSc1nnc(CNc2ccc(F)cc2)n1CC1CCCO1)N1CCOCC1 (configuration not stated) was read as ARFGAP1 inh 8, ADAM17 inh 0, MBD2 inh -6, proKLK7 act 0.3, PLCb3 inh -1, PLCg1 inh 0, ASAP1 GAP inh 3, UHRF1 MBD2 ctr 1, DDE Tn7 FP inh -2 and Tn6 DDE FP -6.
N#Cc1ncc(-c2ccc3c(c2)OCCOCCOCCOCCOCCO3)nc1C#N was read as ARFGAP1 inh -6, ADAM17 inh -1, MBD2 inh 4, proKLK7 act 0.0, PLCb3 inh -13, PLCg1 inh -15, ASAP1 GAP inh -6, UHRF1 MBD2 ctr -2, DDE Tn7 FP inh -5 and Tn6 DDE FP 4.
`COc1ccc(-n2nnnc2SCC(=O)N(C)C2CCS(=O)(=O)C2)cc1` (configuration not stated) gave ARFGAP1 inh 5, ADAM17 inh -1, MBD2 inh 0, proKLK7 act -0.1, PLCb3 inh 4, PLCg1 inh -2, ASAP1 GAP inh -13, UHRF1 MBD2 ctr 1, DDE Tn7 FP inh -9 and Tn6 DDE FP -5.
Nc1nc(SCc2ccccc2Cl)ns1 was read as ARFGAP1 inh 5, ADAM17 inh -2, MBD2 inh 0, proKLK7 act 0.1, PLCb3 inh 3, PLCg1 inh 0, ASAP1 GAP inh -9, UHRF1 MBD2 ctr -1, DDE Tn7 FP inh -2 and Tn6 DDE FP -1.
`COc1ccc(N=[N+]([O-])c2ccc(OC)cc2)cc1` gave ARFGAP1 inh -3, ADAM17 inh 4, MBD2 inh 0, proKLK7 act 0.6, PLCb3 inh 1, PLCg1 inh 3, ASAP1 GAP inh -9, UHRF1 MBD2 ctr 3, DDE Tn7 FP inh -5 and Tn6 DDE FP 1.
Screening CC12CCC(=O)N1C(C(=O)NNC(=O)COc1ccccc1F)CS2 (configuration not stated) returned ARFGAP1 inh 17, ADAM17 inh -3, MBD2 inh 5, proKLK7 act -0.2, PLCb3 inh -5, PLCg1 inh 3, ASAP1 GAP inh -9, UHRF1 MBD2 ctr -2, DDE Tn7 FP inh 3 and Tn6 DDE FP -6.
For COc1cccc(N2CCN(S(=O)(=O)c3ccc4c(c3)NC(=O)CS4)CC2)c1 the results were ARFGAP1 inh -6, ADAM17 inh 2, MBD2 inh 2, proKLK7 act 0.5, PLCb3 inh 0, PLCg1 inh -1, ASAP1 GAP inh -10, UHRF1 MBD2 ctr 0, DDE Tn7 FP inh 7 and Tn6 DDE FP -4.
COc1cc(/C=N/NC(=O)c2[nH]nc3c2CCc2ccccc2-3)ccc1O was read as ARFGAP1 inh 4, ADAM17 inh -2, MBD2 inh -4, proKLK7 act 0.5, PLCb3 inh -17, PLCg1 inh -20, ASAP1 GAP inh -8, UHRF1 MBD2 ctr -5, DDE Tn7 FP inh 2 and Tn6 DDE FP -3.
`CC1(C)C(C(=O)OCC(Cl)(Cl)Cl)N2C(=O)C(NC(=O)Cc3ccccc3)C2S1=O` (configuration not stated) gave ARFGAP1 inh 3, ADAM17 inh 1, MBD2 inh -2, proKLK7 act 0.1, PLCb3 inh -6, PLCg1 inh 2, ASAP1 GAP inh 5, UHRF1 MBD2 ctr -1, DDE Tn7 FP inh 0 and Tn6 DDE FP 10.
`CCCOc1ccc(C(=O)C(CCC(CNCC)C(=O)c2ccc(OCCC)cc2)CNCC)cc1` (configuration not stated) gave ARFGAP1 inh -19, ADAM17 inh -1, MBD2 inh -4, proKLK7 act 0.6, PLCb3 inh 1, PLCg1 inh 3, ASAP1 GAP inh -2, UHRF1 MBD2 ctr 1, DDE Tn7 FP inh 3 and Tn6 DDE FP -3.
C[C@H]1Cn2cnc(C(=O)Nc3ccc(CNC(=O)OC(C)(C)C)cc3)c2C(=O)N1 was read as ARFGAP1 inh 12, ADAM17 inh -3, MBD2 inh -4, proKLK7 act 0.6, PLCb3 inh 2, PLCg1 inh -3, ASAP1 GAP inh 12, UHRF1 MBD2 ctr 1, DDE Tn7 FP inh -6 and Tn6 DDE FP 4.
For C=CCn1c(SCC(=O)c2ccc(O)c(O)c2)nnc1-c1cccnc1 the results were ARFGAP1 inh 6, ADAM17 inh -4, MBD2 inh 6, proKLK7 act -0.2, PLCb3 inh -3, PLCg1 inh 1, ASAP1 GAP inh -15, UHRF1 MBD2 ctr 25*, DDE Tn7 FP inh 0 and Tn6 DDE FP 5.
`CN(C)CCN(Cc1cccs1)c1ccccn1` gave ARFGAP1 inh -4, ADAM17 inh -5, MBD2 inh -1, proKLK7 act 0.5, PLCb3 inh 2, PLCg1 inh -2, ASAP1 GAP inh -1, UHRF1 MBD2 ctr -2, DDE Tn7 FP inh 5 and Tn6 DDE FP -5.
For CCOC(=O)c1sc(-c2ccccn2)nc1C the results were ARFGAP1 inh -1, ADAM17 inh -6, MBD2 inh 1, proKLK7 act 0.2, PLCb3 inh -8, PLCg1 inh 1, ASAP1 GAP inh -10, UHRF1 MBD2 ctr 13, DDE Tn7 FP inh 0 and Tn6 DDE FP 2.

Brought forward from above: 2 compounds; new compounds follow.
`CN(C)CCN(Cc1cccs1)c1ccccn1` gave ARFGAP1 inh -4, ADAM17 inh -5, MBD2 inh -1, proKLK7 act 0.5, PLCb3 inh 2, PLCg1 inh -2, ASAP1 GAP inh -1, UHRF1 MBD2 ctr -2, DDE Tn7 FP inh 5 and Tn6 DDE FP -5.
For CCOC(=O)c1sc(-c2ccccn2)nc1C the results were ARFGAP1 inh -1, ADAM17 inh -6, MBD2 inh 1, proKLK7 act 0.2, PLCb3 inh -8, PLCg1 inh 1, ASAP1 GAP inh -10, UHRF1 MBD2 ctr 13, DDE Tn7 FP inh 0 and Tn6 DDE FP 2.
O=C1c2ccccc2C(=O)N1CCCCSc1nc2ccccc2o1 was read as ARFGAP1 inh -1, ADAM17 inh 2, MBD2 inh 6, proKLK7 act -0.2, PLCb3 inh -3, PLCg1 inh 2, ASAP1 GAP inh -14, UHRF1 MBD2 ctr -2, DDE Tn7 FP inh 4 and Tn6 DDE FP 3.
For Nc1cc(N)nc(SCC(=O)c2ccc3c(c2)NC(=O)CO3)n1 the results were ARFGAP1 inh 1, ADAM17 inh 0, MBD2 inh 1, proKLK7 act -0.7, PLCb3 inh 1, PLCg1 inh -1, ASAP1 GAP inh -7, UHRF1 MBD2 ctr -2, DDE Tn7 FP inh -4 and Tn6 DDE FP 3.
For c1cnc(SCC2CCCCC2)c(-c2nc3ccccc3[nH]2)c1 the results were ADAM17 inh -2, MBD2 inh -5, proKLK7 act -0.5, PLCb3 inh -4, PLCg1 inh -5, UHRF1 MBD2 ctr -3, DDE Tn7 FP inh -2 and Tn6 DDE FP -3.
`Cc1ccc(Cl)cc1N1CCN(C(=O)C(C)n2ncn3cccc3c2=O)CC1` (configuration not stated) gave ARFGAP1 inh -1, ADAM17 inh 2, MBD2 inh -2, proKLK7 act 0.7, PLCb3 inh 3, PLCg1 inh 0, ASAP1 GAP inh -6, UHRF1 MBD2 ctr 19, DDE Tn7 FP inh 4 and Tn6 DDE FP 8.
`CCOCCCNC(=O)CN1CCN(Cc2ccccc2C)C1=O` gave ARFGAP1 inh -3, ADAM17 inh 0, MBD2 inh -2, proKLK7 act -0.8, PLCb3 inh -2, PLCg1 inh -1, ASAP1 GAP inh 4, UHRF1 MBD2 ctr 0, DDE Tn7 FP inh 5 and Tn6 DDE FP -2.
`Cc1cccc(CSc2nn3c(=O)c(C)nnc3s2)c1` gave ARFGAP1 inh -2, ADAM17 inh 1, MBD2 inh -10, proKLK7 act -0.1, PLCb3 inh 4, PLCg1 inh -1, ASAP1 GAP inh -8, UHRF1 MBD2 ctr -3, DDE Tn7 FP inh 4 and Tn6 DDE FP 9.
Screening Cc1cccc(C(=O)OCC(=O)NCc2ccco2)c1 returned ARFGAP1 inh -6, ADAM17 inh -6, MBD2 inh 4, proKLK7 act -0.7, PLCb3 inh -8, PLCg1 inh -1, ASAP1 GAP inh 10, UHRF1 MBD2 ctr 1, DDE Tn7 FP inh 9 and Tn6 DDE FP 3.
Screening CCn1c(=O)c(CCC(=O)NCC2CCCO2)c(C)c2c(C)nn(-c3ccc(C)cc3)c21 (configuration not stated) returned ARFGAP1 inh 5, ADAM17 inh -2, MBD2 inh 0, proKLK7 act -0.1, PLCb3 inh -1, PLCg1 inh 3, ASAP1 GAP inh 0, UHRF1 MBD2 ctr 5, DDE Tn7 FP inh 1 and Tn6 DDE FP -7.
For CCOC(=O)C1=C(COC(=O)CCNS(=O)(=O)c2ccc(NC(C)=O)cc2)NC(=O)NC1C (configuration not stated) the results were ARFGAP1 inh 11, ADAM17 inh 0, MBD2 inh 2, proKLK7 act -0.3, PLCb3 inh -6, PLCg1 inh -3, ASAP1 GAP inh 1, UHRF1 MBD2 ctr 3, DDE Tn7 FP inh 5 and Tn6 DDE FP -4.
